# DAX1 inh-1: blocks DAX1 repression of SF-1 activated StAR promoter | HEK293T StAR-luciferase reporter, SF-1/DAX-1 repression relief | inhibition, % at 6.8 µM | hit rate 1.1% among 370,000 | AID 652010;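 active means inhibition above the mean over all tested compounds plus 3 SD, cut at about 3.6% in these data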;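 further: 0% = DAX-1 cells with DMSO and 100% = cells lacking DAX-1 with DMSO; higher inhibition means more luminescence from relief of DAX-1 repression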
# NPR2 activator: GC-B (human) receptor activation; HEK293-GC-B cells, CNP EC30, cGMP TR-FRET; 0% at EC30 CNP, 100% saturating CNP; activation, % at 10 µM; hit rate 0.11% among 370,000; AID 1920062;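 active means activation at 10 µM reaching about 35% in either raw or pattern-adjusted values, limit read from the data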
# Target sequence (P20594 whole entry, looked up): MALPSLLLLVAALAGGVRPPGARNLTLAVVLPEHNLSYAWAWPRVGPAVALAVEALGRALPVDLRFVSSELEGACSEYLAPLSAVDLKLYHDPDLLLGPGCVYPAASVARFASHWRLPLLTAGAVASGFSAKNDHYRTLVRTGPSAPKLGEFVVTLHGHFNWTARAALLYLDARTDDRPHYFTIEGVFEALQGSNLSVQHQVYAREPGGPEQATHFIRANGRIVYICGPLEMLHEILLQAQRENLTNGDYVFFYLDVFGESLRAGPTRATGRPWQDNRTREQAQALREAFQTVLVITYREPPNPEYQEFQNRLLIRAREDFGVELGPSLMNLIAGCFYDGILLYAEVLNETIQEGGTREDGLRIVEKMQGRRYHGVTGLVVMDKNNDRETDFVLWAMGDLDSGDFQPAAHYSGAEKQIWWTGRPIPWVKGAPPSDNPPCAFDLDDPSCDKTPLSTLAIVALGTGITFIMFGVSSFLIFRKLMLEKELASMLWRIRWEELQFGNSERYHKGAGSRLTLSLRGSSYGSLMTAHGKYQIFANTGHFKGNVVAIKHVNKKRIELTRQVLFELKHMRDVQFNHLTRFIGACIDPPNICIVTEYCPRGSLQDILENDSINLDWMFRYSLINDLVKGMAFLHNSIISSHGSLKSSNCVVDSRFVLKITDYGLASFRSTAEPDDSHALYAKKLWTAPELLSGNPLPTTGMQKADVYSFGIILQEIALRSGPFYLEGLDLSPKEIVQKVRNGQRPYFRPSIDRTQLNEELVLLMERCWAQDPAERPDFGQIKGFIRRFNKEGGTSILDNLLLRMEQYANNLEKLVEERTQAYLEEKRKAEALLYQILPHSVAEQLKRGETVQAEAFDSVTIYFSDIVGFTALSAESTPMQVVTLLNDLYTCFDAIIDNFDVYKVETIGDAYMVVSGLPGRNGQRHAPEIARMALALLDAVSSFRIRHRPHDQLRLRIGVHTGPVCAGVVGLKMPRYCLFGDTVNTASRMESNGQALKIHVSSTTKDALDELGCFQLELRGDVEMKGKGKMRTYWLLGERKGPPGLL
# ADAM10 inh: inhibitors of human ADAM10; inhibition, % at 7 µM; hit rate 0.62% among 370,000; recombinant ADAM10, EDANS/DABCYL FRET peptide cleavage, 3 h; O14672; AID 720582;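 active means inhibition above a per-campaign cutoff equal to the mean of compounds falling between control-based bounds plus 3 SD, cut at about 20% in these data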;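 further: 0% = DMSO wells while the 100% control is not disclosed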
# HGIII-sPLA2 inh: Inhibits HGIII-sPLA2 liposome hydrolysis, primary screen; AID 743126; QFRET BODIPY PC-A2 liposome hydrolysis, fluorescence; hit rate 0.56% among 370,000; inhibition, % at 12.2 µM; Q9NZ20;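 active means inhibition above mean plus 3 SD of compounds lying within the high and low control bounds, cut at about 19% in these data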;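 further: 0% = median of test compound wells and 100% = no enzyme DMSO wells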
# ssDAF-12 act: S. stercoralis DAF-12 activation, primary screen; hit rate 1% among 370,000; HEK293 ssDAF-12/GRIP1 lit1-tk-luc reporter, luminescence; % of 3 µM dafachronic acid response; activation, % at 6.8 µM;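 active means activation above the mean over all tested compounds plus 3 SD, cut at about 0.9% in these data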;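 further: 0% = DMSO-only wells and 100% = 3 µM delta7-dafachronic acid wells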
# NPR1 activator: GC-A (human) enzyme activation; AID 1671463; hit rate 0.14% among 370,000; activation, % at 10 µM; P16066; HEK293 GC-A cells, cGMP TR-FRET, EC30 ANP; 0% at EC30 ANP, 100% saturating ANP; in the data active means activation above about 40%
# SMARCA2 activ: SMARCA2 function activation, primary screen; MG213 cells, MMTV-luciferase reporter, dexamethasone, overnight; activation, % at 9.1 µM; hit rate 1% among 370,000; AID 652017; in the data active means activation above about 7.8%;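 further: 0% = vehicle wells and 100% = reference activator wells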
# hgDAF-12 ag: agonists of H. glycines DAF-12 nuclear receptor; HEK293 GAL4-hgDAF12 UAS-luciferase reporter, agonist luminescence; normalized to butyrate control; hit rate 1.8% among 370,000; activation, % at 6.8 µM;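 active means activation above a cutoff set at the mean of all screened compounds plus 3 SD, cut at about 10% in these data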;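 further: 0% = DMSO wells and 100% = sodium butyrate wells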
# hcDAF12 agonist: H. contortus DAF-12 activation, primary screen; activation, % at 6.8 µM; HEK293 hcDAF-12 lit1-tk-luc reporter, luminescence; 0% DMSO, 100% Δ7-dafachronic acid; hit rate 1.4% among 370,000;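 active means activation above the mean of all tested compounds plus 3 SD, cut at about 5.5% in these data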;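 further: 100% = response to 3 µM Δ7-dafachronic acid high control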
# FXN GAA850 act: activators of GAA850 frataxin (FXN) promoter | HEK293 lucGAA850 FXN promoter luciferase reporter, 24 h; percent of 10 µM SAHA response | activation, % at 6 µM | hit rate 0.56% among 360,000 | AID 540364;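 active means activation above the average of all compounds screened plus 3 SD, cutoff fixed separately per campaign, cut at about 7.5% in these data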;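 further: 0% = DMSO wells and 100% = 10 µM SAHA wells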
# DAX1 inh-2: NR0B1 (DAX1) inhibition; HEK293 Gal4-DAX1 luciferase reporter, luminescence; P51843; AID 504766; inhibition, % at 6.75 µM; hit rate 0.99% among 340,000;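 active means inhibition above the mean over all tested compounds plus 3 SD, cut at about 4.2% in these data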;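 further: 0% = DAX1-transfected cells with DMSO and 100% = empty-vector control cells with DMSO; inhibition shows as a rise in luminescence from relieved DAX1 repression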
# * hit, by the source's call; . = no result given.
# Sequence of screens: DAX1 inh-1	NPR2 activator	ADAM10 inh	HGIII-sPLA2 inh	ssDAF-12 act	NPR1 activator	SMARCA2 activ	hgDAF-12 ag	hcDAF12 agonist	FXN GAA850 act	DAX1 inh-2
> CCCCCC(=O)Nc1ccc(Cc2ccncc2)cc1
→ 0.2	8	0	-2	-1.2	-3	-4	0.7	-1.2	2.3	-0.4
> COc1ccc(CCNC(=O)CNC(=O)N2CC(=O)Nc3ccccc32)cc1
→ 0.2	7	-9	1	-0.7	-1	-3	1.7	0.4	0.8	2.3
> CC(=O)Nc1ccc(CN(C)c2c(C)nc3ccc(C(=O)NCCCN4CCCC4=O)cn23)cc1
→ -0.1	0	3	2	-1.1	2	0	-1.3	-1.7	-0.5	.
> COC(=O)c1ccc(CSc2n[nH]c(=S)s2)o1
→ 0.1	2	-6	5	-1.1	4	0	4.4	-1.6	0.8	0.7
> CCNS(=O)(=O)c1ccc(CCC(=O)NCCc2ccc(OC)cc2)cc1
→ -0.7	-3	-3	-3	0.3	0	-2	2.5	-0.3	0.8	2.3
> CC1(c2nnnn2C2CCCC2)CCC(=O)N1c1ccc2c(c1)OCCO2 (centres undefined)
→ -0.3	3	-11	12	-0.6	-2	-6	-0.2	1.1	.	.
> C[C@H]1[C@@H](OC(=O)N2CCCC2)CC[C@@]23CCCN2C(=O)CCC[C@@H]13
→ .	-4	6	6	-1.5	0	.	-1.2	-0.2	.	.
> COc1cc(NC(=O)CCN2CC(C)OC(C)C2)cc(OC)c1 (centres undefined)
→ 0.6	3	0	-3	-0.6	5	0	-0.5	0.0	1.5	0.8
> Oc1ccc(/C=N/n2cnn(Cc3ccccc3Cl)c2=S)c(O)c1
→ 0.0	2	-2	0	-0.8	2	0	-1.9	-0.7	2.3	0.8
> Cc1ccc(OCc2ccc(C(=O)N3CCOCC3)cc2)cc1C
→ 2.8	2	0	-7	-0.2	3	4	9.6	2.1	3.6	1.4
> CCc1nc(SCC(=O)Nc2ccccc2)c2c(=O)n(C)c(=O)n(C)c2n1
→ 0.1	10	-2	9	-0.1	4	-1	-0.7	-0.3	-1.1	0.6
> COc1ccc(/C=C/C(=O)NC(=S)NNC(=O)c2cccnc2)cc1OC
→ -2.9	0	-7	7	-0.7	-4	0	-1.3	-1.5	4.8	-1.6
> COc1cccc(-c2cc(C(=O)N3CCN(Cc4ccccc4)CC3)no2)c1
→ 0.5	0	3	-25	-1.0	12	-2	-0.6	-0.9	0.2	0.2
> CC1(C(=O)NCc2cccnc2)CCC(=O)N1CCc1ccccc1 (centres undefined)
→ 0.8	1	-4	-3	-1.4	-1	-2	-0.9	0.6	-2.2	1.1
> Cc1c(-c2ccc(Cl)cc2)[n+](=O)c(-c2ccccc2)cn1[O-]
→ -0.2	0	-1	-13	-1.2	5	-2	-1.2	-0.3	-0.4	.
> C=CCSc1nc2ccccc2n2cnnc12
→ -0.1	6	1	4	-1.6	3	-2	-2.1	-2.0	3.1	-0.7
> COc1ccc(C(=O)C2CCN(S(=O)(=O)c3ccc4c(c3)OCCO4)CC2)cc1
→ -0.6	0	6	-8	-1.3	-4	-4	-0.5	-0.8	1.5	-0.6
> Nc1ccn(-c2ccccc2)c(=O)c1
→ 0.7	4	-1	3	-1.5	2	0	1.9	-1.2	3.2	1.3
> CN(C(=O)c1ccc(C#N)cc1)c1nnc(-c2ccccn2)s1
→ 0.9	-4	-33	1	-0.8	-1	3	2.1	1.1	-0.9	-0.6
> O=C(CNc1ccc(Cl)cc1)c1ccc(Br)cc1
→ 1.7	5	2	2	-0.1	3	3	2.8	0.1	0.3	-0.5
> CN(C)c1nc(N)nc(CSc2nnnn2-c2ccccc2)n1
→ -0.1	1	-5	10	-1.4	-3	-4	-2.4	-0.7	-0.6	1.3
> CCn1c(-c2csc(C(C)C)c2)n[nH]c1=S
→ 0.8	-7	3	22*	-0.8	4	-4	4.1	0.4	2.7	1.9
> Cc1cc(C)n(-c2ccc3nncn3n2)n1
→ 0.1	-5	0	0	-1.1	-2	-1	-0.4	-1.7	1.6	0.7
> CC1CCN(Cc2ccc(NC(=O)CC3Oc4ccccc4NC3=O)cc2)CC1 (centres undefined)
→ -0.4	-7	-7	-6	0.0	0	-1	1.3	2.5	0.7	6.2*
> CCCCC(CC)CNC(=O)CCS(=O)(=O)c1cccc2nsnc12 (centres undefined)
→ -0.3	-7	-3	4	-1.2	-1	-5	-1.5	-2.8	0.8	-1.1
> CC1=NNC(=O)c2ccccc2O1
→ -0.2	4	-18	5	-0.1	-1	-3	-1.0	5.4	3.4	1.8
> COc1cc(-c2csc(NC3CCCCC3)n2)cc(OC)c1OC
→ -0.1	1	7	2	-0.9	6	0	1.6	0.2	0.7	2.8
> CCN1C(=O)CC2CCCC1C2 (centres undefined)
→ -1.5	2	2	6	-1.3	2	-4	0.1	0.0	2.0	2.4
> Cc1ccc(C2CC2c2n[nH]c(=S)n2-c2cccc(C)c2)cc1 (centres undefined)
→ -0.5	-11	10	4	-1.5	-5	-3	0.1	-2.1	2.8	-0.2
> CCOC(=O)C1CCCN(C2CCN(Cc3nc(Cc4ccccc4)no3)CC2)C1 (centres undefined)
→ 0.2	1	-9	7	-1.2	-5	3	-2.3	-0.7	-0.4	0.6
> CCCCCC/C(=N/O)c1ccccn1
→ -0.5	-2	9	22*	-0.5	4	-2	-1.1	-1.2	0.4	-0.2
> COCCCn1c(SCC(=O)NC2CCCCC2)nc2ccccc2c1=O
→ -0.4	-1	3	5	-1.6	-6	-3	-0.5	-1.6	2.4	-0.9
> O=C(CCS(=O)(=O)Cc1ccccc1)Nc1nnc(C(F)(F)F)s1
→ -0.4	1	4	0	-0.3	-2	-2	-0.3	1.4	-0.3	0.4
> Cc1csc(N2CCN(c3cc4c(cc3Cl)nc(-c3ccncc3)n4CCCN3CCCC3)CC2)n1
→ 3.0	3	-19	2	-1.3	3	2	-1.0	-1.4	1.4	0.5
> Cc1cc(C)c2nc(N3CCCC(C(=O)N4CCC(C(N)=O)CC4)C3)sc2c1 (centres undefined)
→ 1.1	-4	10	-1	-1.3	-4	-2	1.6	0.4	3.5	2.8
> Cc1ccc(C(=O)N2CCNC(=O)C2CC(=O)Nc2ccc(F)cc2)cc1C (centres undefined)
→ -0.3	0	-7	1	-1.3	3	1	-1.1	0.0	2.1	1.4
> CC(Oc1ccccc1)C(=O)OCC(=O)NC(=O)NCc1ccco1 (centres undefined)
→ -0.4	-5	-1	-12	-1.3	-8	1	1.2	1.5	4.7	1.7
> Fc1cnc(N2CCOCC2)nc1N1CCOCC1
→ 0.3	6	-11	3	-1.6	0	0	-0.4	-2.7	4.6	0.2
> O=C(NC1CCCc2c1cnn2-c1cc(F)cc(F)c1)c1ccc[n+]([O-])c1 (centres undefined)
→ 0.0	-3	-13	10	-1.6	-1	-2	-1.0	-0.5	-1.3	0.4
> COc1cccc(C(O)c2nc(-c3ccccc3OC)cs2)c1 (centres undefined)
→ -0.9	-11	-3	-9	-1.2	-1	-4	-3.9	-2.3	-0.7	.
> Cc1cc(C)c(C)c(SCC(=O)Nc2oc(C)c3c(C)n[nH]c(=O)c23)c1C
→ -1.7	-12	-13	-12	0.2	-2	-1	2.8	-1.8	1.9	0.2
> O=[N+]([O-])c1cccc(C(=S)N2CCN(c3ccc(F)cc3)CC2)c1
→ -0.6	2	0	1	-1.9	1	-1	0.8	-2.7	2.9	-0.6
> CC(=O)Nc1ccc(S(=O)(=O)Nc2nc3ccccc3nc2Cl)cc1
→ 0.3	5	-23	-7	-0.2	12	0	-0.6	2.7	-0.7	1.4
> COc1cc(C=O)ccc1OC(=O)c1cccnc1
→ -0.4	-1	-5	3	-0.3	-3	2	-0.5	0.0	-1.9	1.1
> COc1ccc(CCN2C(=O)N(c3ccc(OC)cc3)C(=O)C2CC(=O)Nc2ccc(OC)cc2)cc1 (centres undefined)
→ -0.3	-7	3	-1	-1.0	1	-2	-1.1	-0.3	-1.1	0.0
> CCOCC(=O)Nc1c(C(=O)OCC)oc2ccccc12
→ -0.4	-2	0	5	-1.9	4	1	2.0	-0.2	4.8	-0.2
> CC12CC3CC(C)(C1)CC(C(=O)NNC(=O)c1ccncc1)(C3)C2
→ -0.4	2	-7	4	-1.2	3	-3	-1.4	0.9	-0.8	-0.1
> CCOCCN(C(=O)c1ccccc1Cl)c1ccccc1
→ -0.1	3	-2	4	-0.7	-1	1	0.6	-1.0	1.0	1.9
> CSc1ccccc1NC(=S)Nc1cc(C)cc(C)c1
→ -0.1	2	-3	3	-0.9	-3	1	0.0	-1.9	-0.3	-0.6
> Cc1c(Cl)cccc1NC(=S)NCCN1CCOCC1
→ -0.1	9	-6	3	-1.1	-1	0	1.0	-2.4	1.7	0.3
> Cc1ccc(C(C)n2cc(C(=O)NCc3ccncc3)nn2)cc1 (centres undefined)
→ 0.4	6	8	8	-1.2	-3	-1	-1.6	2.1	0.8	0.3
> O=C(c1ccc([N+](=O)[O-])o1)N1CCN(Cc2ccccc2)CC1
→ -0.7	-2	-5	1	-1.0	-2	0	0.0	-2.0	-0.2	-1.0
> Cc1nc(N2CCN(C(=O)c3cnccn3)CC2)c2c3c(sc2n1)CC(C(C)(C)C)CC3 (centres undefined)
→ -0.6	6	-2	3	-1.2	0	-3	-0.9	0.7	2.5	0.0
> Cn1c(=O)n(C)c2cc(NC(=O)COc3ccc(F)cc3)ccc21
→ -0.2	1	-11	0	-0.9	1	0	-1.1	-2.6	0.2	0.8
> CCN(c1ccccc1)S(=O)(=O)c1cccc(C(=O)Nc2cccc(C)n2)c1
→ -1.1	4	0	-1	-1.6	3	1	-1.4	-2.5	-0.2	-0.8
> O=S(=O)(c1ccc2c(c1)OCCO2)N1CCC(n2nnc3cc(C(F)(F)F)ccc32)CC1
→ 0.0	-6	9	-5	-1.5	-2	-8	-3.1	-2.3	-1.2	0.1
> COc1ccc(OC)c2c(C)cc(N3CCN(C(=O)c4ccc(F)cc4)CC3)nc12
→ -1.3	2	-129	-18	-1.7	1	-1	-0.8	-0.7	6.3	-0.9
> COc1ccc(C2CC(C(F)(F)F)n3nc(C(=O)O)cc3N2)cc1OC (centres undefined)
→ -0.8	6	5	2	-1.5	3	-1	-3.3	-0.4	0.2	0.1
> Cc1ccc(-n2ncc3c2CCCC3NC(=O)CCc2cnccn2)cc1C (centres undefined)
→ -2.4	-1	-3	3	-0.8	-1	-2	0.3	-2.1	1.4	0.2
> O=C1c2ccccc2C(=O)N1CCCOc1ccccc1
→ 1.1	-2	-5	5	-0.6	-1	5	3.0	3.6	3.8	0.3
> C=C(C)COc1ccc(-c2[nH]ncc2-c2ccc(OC)cc2)c(O)c1
→ -0.6	1	16	-31	-0.2	4	1	-2.5	-1.1	-1.4	-2.1

# Screens as filed in PubChem BioAssay.
